mIDH1 inhibitor: inhibitors of human mutant IDH1 R132H | O75874 | IDH1-R132H enzyme, NADPH consumption, diaphorase/resazurin fluorescence | Potency, µM (series often up to 76.6 µM), inactives show at the top dose activity change, negative = inhibition, hits mostly inhibitors | actives 0.093% (n = 390,000); also: potency is read from the fitted curve at half-maximal effect; % is scaled to controls: 0 for no effect and ±100 for the full control effect; nearly all actives have a fitted effect of over 65% in size
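IDH1-R132H (0.5 ug/mL) preincubated 30 min with compound, then NADPH (0.016 mM) and alpha-KG (2 mM) added; 80 min at RT, pH 7.5. Remaining NADPH coupled via diaphorase/resazurin to fluorescence (540/590 nm); concentration-response curves normalized to no-enzyme control.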
TrxR1 substrate: is turned over as a substrate by rat TrxR1. Potency, µM (top dose mostly 114 µM), inactives show top-dose activity change, negative = substrate turnover. O89049. purified TrxR1 substrate turnover, NADPH consumption readout. actives 0.01% (n = 390,000); also: potency is read from the fitted curve at half-maximal effect; % is scaled to controls: 0 for no effect and ±100 for the full control effect; nearly all actives have a fitted effect of over 50% in size
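Rat TrxR1, dispensed at 90 nM, was prereduced with 400 uM NADPH (final) for 5 min at ~22 deg C, then incubated with compound 15 min before 400 uM selenite. A first-read NADPH fluorescence drop versus no-compound background flagged substrates.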
D2 antag: antagonizes the human D2 dopamine receptor; P14416; HEK293 TREx D2 cells, calcium flux, dopamine EC80; inhibition, % at 10 µM; actives 2% (n = 340,000); AID 485344; in the data active = inhibition above about 30%; also: 0% is about no effect
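HEK293 T-REx D2 cells, tet-induced, calcium dye no-wash. Cpd pintool add, 180 s kinetic, then EC80 DA, 180 s kinetic. Ca flux read.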
TRHR enhancer: TRH receptor (human) allosteric enhancement; TRHR cells, fluo-8 calcium fluorescence, EC20 TRH enhancement; enhancement, % at 2 µM; actives 0.66% (n = 360,000); in the data active = enhancement above about 30%; also: 0% is about no effect
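Enhancer read-out: after compound pinning and an initial kinetic agonist-mode read, an EC20 of TRH (10 nM final) was injected and fluo-8 calcium signal (Ex 480/Em 530) followed at 1 s/cycle for 100 cycles in TRHR-expressing cells.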
TRHR ag: agonists of human TRH receptor; TRHR cells, calcium flux fluo-8, FDSS agonist mode; activation, % at 2 µM; actives 0.18% (n = 360,000); AID 493084; in the data active = activation above about 30%; also: 0% is about no effect
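TRHR-expressing cells loaded with fluo-8 calcium dye; 23 nL library compound pin-transferred, kinetic FDSS fluorescence (Ex 480/Em 530) recorded about 180 s for agonist-induced calcium release, before a 10 nM TRH EC20 addition for potentiator mode.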
PI4K2A block: blocks human PI4K2A kinase activity; actives 0.13% (n = 420,000); Q9BTU6; activity change, negative = inhibition, % at 76.9 µM; purified PI4K2A, ADP-Glo luminescence, 1 h; active compounds read low; in the data active = activity change below about -50%; inconclusive = mostly about -30% to -49%;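 also: -100% = wells without enzyme as full effect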
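In this quantitative HTS, ADP production by PI4K2A was quantified luminescently after 1 h at ambient temperature; 100 microM adenosine served as plate-quality control.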
rTrxR1 inhibitor: rat TrxR1 inhibition. AID 588453. Potency, µM (highest dose often 114 µM), for inactives: top-dose activity change, negative = inhibition, hits mostly inhibitors. recombinant rTrxR1, NADPH fluorescence consumption, selenite substrate. actives 1% (n = 390,000). O89049; also: potency is read from the fitted curve at half-maximal effect; % is scaled to controls: 0 for no effect and ±100 for the full control effect; nearly all actives have a fitted effect of over 65% in size
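Rat TrxR1 (90 nM in the dispensed reagent) was pre-reduced with 400 uM NADPH for 5 min at room temperature, then incubated with compound for 15 min. After 400 uM selenite was added, NADPH fluorescence (Ex 340/Em 450 nm) was followed for 8 min.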
USP1 inh: blocks the human USP1/UAF1 deubiquitinase complex | O94782 | Potency, µM (series often up to 57.1 µM), for the others: at the highest dose activity change, negative = inhibition, hits mostly inhibitors | AID 743255 | recombinant USP1/UAF1, Ub-Rhodamine cleavage fluorescence | actives 0.23% (n = 390,000); also: potency is read from the fitted curve at half-maximal effect; % is scaled to controls: 0 for no effect and ±100 for the full control effect; nearly all actives have a fitted effect of over 60% in size; inactives centre near -12
Target sequence (O94782 whole entry, looked up): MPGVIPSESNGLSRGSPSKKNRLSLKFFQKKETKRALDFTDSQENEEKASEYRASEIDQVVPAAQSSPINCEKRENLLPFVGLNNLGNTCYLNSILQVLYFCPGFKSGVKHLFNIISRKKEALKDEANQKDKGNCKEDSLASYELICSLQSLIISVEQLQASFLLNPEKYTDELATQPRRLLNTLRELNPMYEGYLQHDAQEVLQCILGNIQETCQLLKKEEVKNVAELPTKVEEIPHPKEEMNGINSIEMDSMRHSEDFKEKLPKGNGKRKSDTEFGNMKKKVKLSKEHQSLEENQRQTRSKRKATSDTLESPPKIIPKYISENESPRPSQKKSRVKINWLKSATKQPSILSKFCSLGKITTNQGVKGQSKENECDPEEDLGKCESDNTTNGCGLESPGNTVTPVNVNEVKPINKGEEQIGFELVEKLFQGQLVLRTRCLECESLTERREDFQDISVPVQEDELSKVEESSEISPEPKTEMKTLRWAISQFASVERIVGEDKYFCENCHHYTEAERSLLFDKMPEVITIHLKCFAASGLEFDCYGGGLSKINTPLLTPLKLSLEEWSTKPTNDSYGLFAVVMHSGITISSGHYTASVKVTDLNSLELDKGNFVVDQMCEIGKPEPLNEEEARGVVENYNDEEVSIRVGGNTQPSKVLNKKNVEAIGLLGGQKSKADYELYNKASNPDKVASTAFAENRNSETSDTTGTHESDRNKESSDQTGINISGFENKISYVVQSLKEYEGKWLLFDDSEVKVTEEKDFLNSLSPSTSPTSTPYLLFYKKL
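USP1/UAF1 complex (1 nM) preincubated 15 min at room temperature with compound, then Ub-Rho substrate (150 nM final) added. Kinetic fluorescence at 480/540 nm over 6 reads at 60 s intervals; 50 mM HEPES pH 7.8, 0.5 mM EDTA, 0.1 mg/ml BSA, 1 mM TCEP, 0.01% Tween-20.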
D2 ag: D2 dopamine receptor (human) agonism; HEK293 T-REx D2 cells, calcium flux agonist mode; AID 485358; actives 0.53% (n = 340,000); activation, % at 2 µM; P14416;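 active = activation over 3 SD above normal in the single-dose calcium agonist read, cut at about 30% in these data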; also: 0% is about no effect
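HEK293 Trex D2 cells, tetracycline-induced, o/n 30 C 5% CO2; no-wash Ca dye, RT 30–90 min; 10-cycle baseline, 23 nl cpd added, kinetic Ca read 180 s; agonist hits = positive Ca response.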
Active calls of the source: *; ? = inconclusive; . = not tested or not shown; & = joins results of further samples; [ ] = remark or other dose. Unless noted, calls follow the shape of the dose curve; as a rule, active = well fitted inhibition curve with a large enough effect; inconclusive = small, poorly fitted or top-dose-only effect; inactive = no such curve, though single readings can be large or run the other way. Not a hit list. About 3.9% of those tested had a hit in this group.

mol	mIDH1 inhibitor	TrxR1 substrate	D2 antag	TRHR enhancer	TRHR ag	PI4K2A block	rTrxR1 inhibitor	USP1 inh	D2 ag
COC(=O)CN1C(=O)[C@H]2[C@@H](/C=C/c3ccccc3)N3C(=O)CN(Cc4ccccc4)C(=O)[C@@]3(C)[C@H]2C1=O	-4%	8%[57.1 µM]	-16	-4	0.2	3	18%[57.1 µM]	-18%	0.0
Cc1cc(C(C#N)c2cccc(Cl)c2)n2ncnc2n1 (stereo not given)	4%	1%	.	6	-0.5	-13	6%	-18%	.
CCN(CC)C(=O)CC(c1ccc(OC)cc1)c1c(OC)cc(OC)c2ccc(=O)oc12 (stereo not given)	10%	-2%	-3	3	-0.4	1	-11%	-26%	0.9
C/C(=N/NC(=O)CNC(=O)c1cccnc1)c1ccc(Cl)cc1	-23%	3%	-5	0	0.6	4	7%	-6%	-1.8
COc1cccc(-n2c(C)cc(/C=C3/C(=N)N4C(=NC3=O)SN=C4S(C)(=O)=O)c2C)c1	4%	-21%[57.1 µM]	-14	1	-0.1	-20	3%[57.1 µM]	?	0.5
O=C1CC(c2ccc(F)cc2)Cc2nc(N3CCc4ccccc43)ncc21 (stereo not given)	.	.	-2	0	-0.5	.	.	.	0.6
COC(=O)c1ccc2c(c1)N(C)C(=O)CS2	4%	7%[57.1 µM]	-9	1	-0.3	-1	6%[57.1 µM]	-14%	-0.4
Cc1c(C(=O)N2CCC(C)CC2)oc2ccc(S(=O)(=O)N3CCC4(CC3)OCCO4)cc12	6%	4%[57.1 µM]	-14	-5	1.6	0	8%	-5%	0.7
O=C(Nc1ccccc1N1CCCC1)C1CCN(S(=O)(=O)c2ccccc2)CC1	7%	10%[57.1 µM]	-26	-2	-0.9	2	15%	-17%	0.1
CCS(=O)(=O)c1nc(S(=O)(=O)c2ccc(C)cc2)c(NCCCN(C)C)s1	-10%	-13%	13	1	0.9	7	-5%	-11%	0.2
CCOc1ccc(-n2c(C)nc3cc(C(=O)NCc4ccc5c(c4)OCO5)ccc32)cc1	-4%	-11%	-1	-5	-1.0	-1	-4%	-5%	-1.9
CCOc1ccccc1N1CCN(C(=O)C(Sc2ccccc2)c2ccccc2)CC1 (stereo not given)	2%	-9%	15	-13	-0.5	6	-16%	-1%	-0.5
O=S(=O)(NCCC1=CCCCC1)c1ccc(Br)cc1	2%	-7%	-10	-3	-0.3	-2	9%	-13%	0.3
CCOC(=O)[C@H]1[C@H]2COc3ccc(C)cc3[C@@H]2N2C(=O)c3cc(OC)c(OC)cc3NC(=O)[C@@]12C	12%	6%	9	5	0.4	-4	5%	-14%	1.6
COc1ccc(OC)c(C2CC(=O)Nc3cc(OC)c(OC)c(OC)c32)c1 (stereo not given)	5%	6%[57.1 µM]	18	-10	0.1	2	-3%[57.1 µM]	0%	1.1

The listing continues:
mol	mIDH1 inhibitor	TrxR1 substrate	D2 antag	TRHR enhancer	TRHR ag	PI4K2A block	rTrxR1 inhibitor	USP1 inh	D2 ag
COc1ccc(-c2cn(-c3ccc(C)c(C)c3)c(=S)[nH]2)cc1OC	2%	12%[57.1 µM]	-4	0	-1.6	2	-61%	-5%	0.1
Cc1ccc(C(=O)NCC(=O)OCCCOC(=O)CNC(=O)c2ccc(C)c(C)c2)cc1C	5%	-8%	-16	6	1.2	2	1%	-3%	0.8
Cc1cc(C)cc(NC(=S)N2CCC(c3nc4ccccc4s3)CC2)c1	0%	-1%[57.1 µM]	22	1	1.8	-1	20%	-5%	-0.9
Cc1c2c(nc3nnnn13)CCCC2	-7%	9%[57.1 µM]	-3	-4	-0.1	2	25%[57.1 µM]	-17%	0.5
CCNc1ccc2c(Cl)cc(=O)oc2c1	4%	9%[57.1 µM]	3	-10	1.2	-1	-37%	5%	0.6
COc1c(OC)c(O)c2c(=O)cc(-c3c(O)cccc3O)oc2c1OC	-6%	5%[57.1 µM]	-6	5	-0.5	-1	-36%[57.1 µM]	-10%	0.5
CCCc1c(C(=O)N/N=C/C(C)=C/c2ccco2)nnn1-c1nonc1N	4%	-5%	-11	14	-0.4	-8	-22%	-8%	-0.7
Nc1cccc2c1C(=O)N(C(=O)/C=C/c1ccc(F)cc1)C2=O	-2%	-3%	-6	1	-0.1	30	?	-26%	1.0
Cc1ccc(C)c(C(=O)N2CCC(c3nc4c(nnn4Cc4ccccc4)c(=O)[nH]3)CC2)c1	.	5%	.	0	-1.0	-3	10%	-15%	-1.2
Cc1onc(-c2c(F)cccc2Cl)c1C(=O)OCC(=O)c1c(N)n(C)c(=O)n(C)c1=O	21%	-1%	-26	-1	0.7	1	0%	-24%	0.1
Cc1ccc(C)c(Cc2c(C)nc3c(C(=O)NCc4ccc5c(c4)OCO5)cnn3c2C)c1	.	.	-8	14	2.3	.	.	.	1.2
Cc1ccc(OCCOC(=O)CCc2nc3ccccc3c(=O)[nH]2)cc1	-1%	1%[57.1 µM]	-7	11	0.5	4	-1%[57.1 µM]	?	-0.8
COc1ccccc1Nc1ncnc2sccc12	-8%	-9%	-20	24	-1.0	5	-17%	-4%	-4.3
COc1ccc(C2(C)NC(=O)N(CC(=O)Nc3ccc4[nH]c(=O)[nH]c4c3)C2=O)cc1 (stereo not given)	3%	-6%[57.1 µM]	6	0	0.7	-1	5%[57.1 µM]	-24%	-0.2
COc1ccc(NS(=O)(=O)c2cccs2)cc1S(=O)(=O)N1CCCCC1	4%	-16%	3	1	-0.8	-1	-13%	-9%	-0.2

More records:
mol	mIDH1 inhibitor	TrxR1 substrate	D2 antag	TRHR enhancer	TRHR ag	PI4K2A block	rTrxR1 inhibitor	USP1 inh	D2 ag
CC(=O)c1ccc(N2CCN(C(=O)C3CCN(S(=O)(=O)c4c(C)noc4/C=C/c4ccc(C)cc4)CC3)CC2)cc1	11%	0%[57.1 µM]	.	3	0.5	1	4%[57.1 µM]	-14%	2.0
COc1ccc(C(=O)NN2CCOCC2)cc1	-4%	3%	-6	11	1.6	1	7%	-14%	0.7
CCn1cc(C(=O)N2CCN(c3ccccc3)CC2)c(=O)c2cc(S(=O)(=O)N3CCC(C)CC3)ccc21	-9%	-4%	.	-3	-1.7	3	2%	?	-0.4
Cc1ccc(NC(=O)CN2CC(C)SC2=NC2CCCCC2)cc1 (stereo not given)	-7%&2%	-1%	26	4	1.0	-5&5	3%	1%&-5%	-0.3
O=C(Nc1ccccc1Br)c1cc(S(=O)(=O)NC2CCCCC2)ccc1F	-3%	-17%[57.1 µM]	.	-4	0.0	5	-14%[57.1 µM]	-19%	-0.2
COc1ccc(-n2c(SCC(=O)NCc3ccccc3)nc3n[nH]c(C)c3c2=N)cc1	-10%	8%[57.1 µM]	.	-1	-1.3	1	28%[57.1 µM]	-13%	1.6
CNS(=O)(=O)c1cccc(C(=O)OCC(=O)c2cc(C)n(CC3CCCO3)c2C)c1 (stereo not given)	3%	-5%	3	-1	0.5	-5	-3%	-13%	0.2
Cc1nn(-c2ccccc2)c2nc(Cl)c(C(=O)O)cc12	8%	46%[activator]	1	-5	0.0	0	13%	-18%	0.6
N#Cc1cc2c(nc1SC1CCCCC1O)CCCC2 (stereo not given)	5%	0%	19	-3	0.2	-20	13%	2%	0.0
CCOC(=O)Nc1ccc(NC(=O)c2ccccc2F)cc1	4%	4%	-7	4	0.3	-3	23%	-1%	-0.7

Sorted by SMILES length (ascending): 10 of the compounds above.
mol	mIDH1 inhibitor	TrxR1 substrate	D2 antag	TRHR enhancer	TRHR ag	PI4K2A block	rTrxR1 inhibitor	USP1 inh	D2 ag
COc1ccccc1Nc1ncnc2sccc12	-8%	-9%	-20	24	-1.0	5	-17%	-4%	-4.3
COc1ccc(C(=O)NN2CCOCC2)cc1	-4%	3%	-6	11	1.6	1	7%	-14%	0.7
N#Cc1cc2c(nc1SC1CCCCC1O)CCCC2 (stereo not given)	5%	0%	19	-3	0.2	-20	13%	2%	0.0
Cc1nn(-c2ccccc2)c2nc(Cl)c(C(=O)O)cc12	8%	46%[activator]	1	-5	0.0	0	13%	-18%	0.6
Cc1ccc(NC(=O)CN2CC(C)SC2=NC2CCCCC2)cc1 (stereo not given)	-7%&2%	-1%	26	4	1.0	-5&5	3%	1%&-5%	-0.3
O=C(Nc1ccccc1Br)c1cc(S(=O)(=O)NC2CCCCC2)ccc1F	-3%	-17%[57.1 µM]	.	-4	0.0	5	-14%[57.1 µM]	-19%	-0.2
COc1ccc(NS(=O)(=O)c2cccs2)cc1S(=O)(=O)N1CCCCC1	4%	-16%	3	1	-0.8	-1	-13%	-9%	-0.2
COc1ccc(-n2c(SCC(=O)NCc3ccccc3)nc3n[nH]c(C)c3c2=N)cc1	-10%	8%[57.1 µM]	.	-1	-1.3	1	28%[57.1 µM]	-13%	1.6
CNS(=O)(=O)c1cccc(C(=O)OCC(=O)c2cc(C)n(CC3CCCO3)c2C)c1 (stereo not given)	3%	-5%	3	-1	0.5	-5	-3%	-13%	0.2
CCn1cc(C(=O)N2CCN(c3ccccc3)CC2)c(=O)c2cc(S(=O)(=O)N3CCC(C)CC3)ccc21	-9%	-4%	.	-3	-1.7	3	2%	?	-0.4
